# EBV gp42 block – EBV gp42 inhibition; inhibition, % (tested at 21.74 µM); 220,000 compounds, 0.42% hits; Q1HVG2; AID 1085; Fluorescence polarization binding assay, mP read-out; in the data active means inhibition above about 50%
# Target sequence (Q1HVG2 whole entry, looked up): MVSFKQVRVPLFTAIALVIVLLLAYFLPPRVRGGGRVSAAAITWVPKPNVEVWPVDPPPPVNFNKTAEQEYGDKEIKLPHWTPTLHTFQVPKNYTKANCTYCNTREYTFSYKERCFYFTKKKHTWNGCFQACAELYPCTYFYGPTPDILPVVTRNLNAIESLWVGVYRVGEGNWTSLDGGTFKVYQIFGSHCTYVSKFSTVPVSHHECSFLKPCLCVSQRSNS
# Runt-CBFb FRET – inhibitors of human RUNX1 Runt domain binding to CBFb; Cerulean-Runt/Venus-CBFb FRET ratio 530/480, 1 h; inhibition, % at 20 µM; 220,000 compounds, 0.46% hits; AID 1496;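 active means inhibition over about 50% at 20 µM in the single-dose screen, limit read from the data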;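 further: 0% = DMSO wells and 100% = excess unlabeled CBFb competitor control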
#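 Assay system: Cerulean-Runt domain / Medium: Tris 50 mM pH 7.5, KCl, K2SO4, 0.01% BSA / Timing: protein complex preformed 1 h, compound exposure 1 h, room temperature, dark / Measured by: FRET, excitation 422 nm, emission at 530 and 480 nm / Evaluation: loss of energy transfer signal / Control set: 5 µM unlabeled CBFb as full-inhibition high control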
# MDM2 E3 inh – inhibitors of human Mdm2 E3 ubiquitin ligase | cell-based MDM2 ubiquitination luciferase reporter, 2 h; 0 = plate control, 100 = twice control, blank-subtracted | signal enhancement, % at 5 µM | 210,000 compounds, 0.11% hits | AID 1230;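 active means signal enhancement of 30% or more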;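 further: luminescence tracks abundance of the self-degrading MDM2-luciferase fusion protein; higher signal means inhibition of MDM2 E3 ligase activity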
# Target sequence (Q00987 whole entry, looked up, the tested form may be a part): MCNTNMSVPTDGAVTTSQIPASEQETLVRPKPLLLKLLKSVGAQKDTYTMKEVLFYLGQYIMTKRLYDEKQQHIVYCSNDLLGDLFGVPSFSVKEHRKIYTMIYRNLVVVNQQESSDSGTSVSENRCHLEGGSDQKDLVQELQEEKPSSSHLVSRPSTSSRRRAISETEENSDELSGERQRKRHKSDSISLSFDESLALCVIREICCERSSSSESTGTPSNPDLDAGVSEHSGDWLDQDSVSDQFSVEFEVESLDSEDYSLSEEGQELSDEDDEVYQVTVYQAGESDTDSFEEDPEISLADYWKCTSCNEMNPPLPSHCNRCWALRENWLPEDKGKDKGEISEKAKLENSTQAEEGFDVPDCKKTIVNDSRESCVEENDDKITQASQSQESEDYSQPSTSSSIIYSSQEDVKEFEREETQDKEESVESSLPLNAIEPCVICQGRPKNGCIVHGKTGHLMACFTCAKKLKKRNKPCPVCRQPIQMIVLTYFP
#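 Buffer or medium: Cells held in DMEM | Assay system: Stable mammalian line carrying autodegrading MDM2–luciferase fusion reporter | Quantity: 2000 cells/well | Times: 4 h settle plus 2 h compound, 37 °C | Doses: One concentration, 5 µM, with 0.2% DMSO | Technique: Luminescence with SteadyLite reagent, 15 min at room temperature | Benchmarks: Plate controls and plate blanks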
# TbHK1 inh – blocks Trypanosoma brucei hexokinase 1 activity | recombinant TbHK1, G6PDH-coupled NADH A340 | 220,000 compounds, 0.11% hits | inhibition, % at 10 µM | AID 1430;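 active means inhibition of 50% or more in the single-dose primary screen; inactive means inhibition below 50%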
# zVAD death inh – L929 zVAD cell death inhibition; L929 zVAD necroptosis rescue, ATP luminescence, 24 h; with zVAD 60 µM; AID 1377; 220,000 compounds, 0.38% hits; viability rescue, % at 10 µM;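 active means activation, scaled between plate controls, above about 75%, limit read from the data; inactive means activation under that limit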;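 further: 0% = zVAD with DMSO and 100% = DMSO alone without zVAD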
# 14-3-3 Bad inh – disrupts binding of bovine 14-3-3 zeta to phospho-Bad peptide. 220,000 compounds, 0.71% hits. AID 781. P63103. inhibition, % at 21.7 µM. TR-FRET 14-3-3zeta/Dy647-pBad peptide displacement, 1 h;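 active means inhibition above about 70%, limit read from the data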;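 further: 0% = full 14-3-3 plus peptide FRET controls and 100% = background without 14-3-3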
# Target sequence (P63103 whole entry, looked up): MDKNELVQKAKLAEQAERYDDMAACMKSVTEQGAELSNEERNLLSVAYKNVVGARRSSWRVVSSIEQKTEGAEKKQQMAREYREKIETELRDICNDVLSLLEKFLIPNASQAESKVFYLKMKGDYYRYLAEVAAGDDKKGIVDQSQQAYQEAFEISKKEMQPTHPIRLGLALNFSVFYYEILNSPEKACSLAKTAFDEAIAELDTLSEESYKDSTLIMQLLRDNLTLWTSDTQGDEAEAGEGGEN
# Runt-SMMHC FRET – blocks binding of human RUNX1 Runt domain to CBFb-SMMHC. Q01196+Q13951. Cerulean-Runt/Venus-CBFb-SMMHC FRET ratio 530/480, 1 h. inhibition, % at 20 µM. 220,000 compounds, 0.74% hits. AID 1434;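 active means mean inhibition across duplicate retests at 20 µM reaching about 50%, limit read from the data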;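 further: 0% = DMSO wells and 100% = wells with excess untagged CBFb-SMMHC; inhibitors lower the FRET ratio by blocking Runt binding to CBFb-SMMHC; some results filed as inactive read as strong as hits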
# p47phox inh – blocks human p47phox regulatory protein of NADPH oxidases; P14598; p47phox/p22phox peptide binding, fluorescence polarization, 2 h; inhibition, % at 24.7 µM; 220,000 compounds, 0.53% hits; AID 1274;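 active means inhibition above about 30%, limit read from the data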;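 further: 0% = p47phox with labelled peptide and 100% = labelled peptide alone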
# Hck Nef HTS – blocks Nef-activated human Hck kinase; 220,000 compounds, 0.68% hits; Recombinant Hck-YEEI plus Nef, Z-Lyte FRET kinase assay; inhibition, % at 20 µM; P08631;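 active means Hck-Nef kinase inhibition above about 50%, limit read from the data; inactive means inhibition below that limit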;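 further: 0% = DMSO with Hck plus Nef and 100% = Hck alone without Nef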
# The depositor's hits bear a star; . = not tested or not shown; [ ] = remark or other dose.
# Preview:
# Order of values: 14-3-3 Bad inh, Runt-SMMHC FRET, Runt-CBFb FRET, zVAD death inh, EBV gp42 block, Hck Nef HTS, TbHK1 inh, p47phox inh, MDM2 E3 inh
- CCOc1ccc(OCC)c(NC(=O)CN2CCN(c3cc(C)ccc3C)CC2)c1
    58, 2, 12, 0.9, -6, 1, 7, -3, 16
- CC1CCCCN1Cc1c(C#N)c2ccccc2n1C (configuration not stated)
    -3, 3, -1, 0.6, 4, -1, -1, 0, 1
- CCN(CC)C(=O)C1CCN(CC2CC=CCC2)CC1 (configuration not stated)
    -5, 1, 1, 0.0, 3, 0, -3, -24, -11
- C=CCn1c(COc2ccccc2)nnc1SCC(=O)N/N=C/c1ccc(C)cc1
    7, -4, -2, 0.2, -21, 1, 1, 7, -62
- CN(C)c1nc(Oc2ccc(C(=O)OCC(=O)Nc3ccccc3)cc2)nc(N(C)C)n1
    8, 1, 0, -0.6, -35, 3, 21, -23, -23
- COc1ccc([N+](=O)[O-])cc1NC(=O)Cn1ccsc1=N
    4, 0, 0, -0.9, -37, 3, -33, 1, -2

# This part in full, from the start:
# Order of values: 14-3-3 Bad inh, Runt-SMMHC FRET, Runt-CBFb FRET, zVAD death inh, EBV gp42 block, Hck Nef HTS, TbHK1 inh, p47phox inh, MDM2 E3 inh
- CCOc1ccc(OCC)c(NC(=O)CN2CCN(c3cc(C)ccc3C)CC2)c1
    58, 2, 12, 0.9, -6, 1, 7, -3, 16
- CC1CCCCN1Cc1c(C#N)c2ccccc2n1C (configuration not stated)
    -3, 3, -1, 0.6, 4, -1, -1, 0, 1
- CCN(CC)C(=O)C1CCN(CC2CC=CCC2)CC1 (configuration not stated)
    -5, 1, 1, 0.0, 3, 0, -3, -24, -11
- C=CCn1c(COc2ccccc2)nnc1SCC(=O)N/N=C/c1ccc(C)cc1
    7, -4, -2, 0.2, -21, 1, 1, 7, -62
- CN(C)c1nc(Oc2ccc(C(=O)OCC(=O)Nc3ccccc3)cc2)nc(N(C)C)n1
    8, 1, 0, -0.6, -35, 3, 21, -23, -23
- COc1ccc([N+](=O)[O-])cc1NC(=O)Cn1ccsc1=N
    4, 0, 0, -0.9, -37, 3, -33, 1, -2
- Cc1cc(C)c2nc(NNC(=O)c3ccc(S(=O)(=O)N4CC(C)CC(C)C4)cc3)sc2c1 (configuration not stated)
    5[fluorescence artefact?], 32, 44, ., 4, -3, 5, -12, .
- COc1ccc(NC(=O)/C=C/c2ccco2)cn1
    10, -8, 5, -1.4, 8, -18, -31, -3, -4
- Cc1cc(CNC(=O)Cc2ccc(F)cc2)c2ccccc2n1
    -5, 9, 7, 0.4, -4, 2, -1, 0, -12
- Cc1ccc(/C=C/C(=O)Nc2cc(S(N)(=O)=O)ccc2O)cc1
    -2, 16, 35, 0.4, -18, 6, -18, 0, -2
- CC(/C=N/N1CCN(c2ccc(C)cc2)CC1)=C\c1ccccc1
    -4[fluorescence artefact?], 2, 2, 0.5, -8, 5, -12, -8, 1
- COc1ccc(-c2cc(=O)n(CCC#N)[nH]2)cc1
    -15, -4, -1, 0.5, -6, 3, 22, -12, -9
- COC(=O)c1cc(Br)c(=O)n(-c2ccc(OC)cc2)c1
    6, 0, 0, 0.1, -9, 0, -10, 9, -9
- O=C(NCc1ccc(Cl)cc1Cl)C1CCN(S(=O)(=O)c2ccc3c(c2)OCCCO3)CC1
    15, 1, 2, 0.7, -39, 1, 4, -39, -11
- O=C(CSc1nnc(-c2ccc(Cl)s2)o1)N1CCOCC1
    ., -8, -3, 0.6, ., 0, -3, ., .
- O=C(CSc1ccsc1[N+](=O)[O-])NCCc1ccccc1
    7[fluorescence artefact?], -1, 1, -0.1, 6, -2, -16, -18, -8
- CCCNC(=O)C(=O)c1cccn1-c1ccsc1C(=O)OC
    -3, -3, 0, 0.1, -5, -2, -13, -1, -19
- COc1ccc(CCN2CN(S(=O)(=O)c3ccccc3)c3nc4ccccc4nc32)cc1
    2, 2, -2, -0.7, -16, 0, -4, -5, -11
- CCn1c(SCCN2CCCCC2)nnc1-c1ccc(S(=O)(=O)N2CCOCC2)cc1
    75*, -1, -1, 0.0, -15, 0, -6, -5, -15
- Cc1nn(-c2cc(Cl)ccc2N)c(=O)c2ccccc12
    -7, 2, 2, -0.5, -23, 0, 2, -12, -9
- CCOC(=O)CN1C(=O)SC(CC(=O)Nc2nccs2)C1=O (configuration not stated)
    -5, -2, 3, 2.2, -5, -2, -11, -3, -13
- Cc1cc(=O)oc2cc(OCC(=O)N3CCCc4ccccc43)ccc12
    -1, 3, 1, -1.1, -28, 9, -10, -7, -11
- Cn1c(=O)c2c(-c3ccccc3)n(-n3cnnc3)cc2n(C)c1=O
    5, -8, -6, 1.2, -15, -1, -11, -6, 8
- CC1(C(=O)NCc2cc(F)cc(C(F)(F)F)c2)C=CC2(CCCCC2)N1C(=O)c1ccccc1 (configuration not stated)
    2, 3, -2, -0.1, -9, -5, 0, -10, .
- CSC(=NS(=O)(=O)c1ccccc1)SC
    -3, 2, -2, -0.3, -8, 1, 4, -5, -2
- CN(C)CCN1C(=O)c2oc3ccccc3c(=O)c2C1c1cccc(Br)c1 (configuration not stated)
    -13[fluorescence artefact?], 0, 0, -0.2, -16, 1, -2, -15, -9
- Cc1c(NC(=O)c2ccc(-c3ccccc3)cc2)cccc1C(=O)O
    0, -1, -1, 1.0, -4, -15, 4, -11, -70
- N#Cc1ccccc1NC(=O)CNc1ccccc1N1CCCCC1
    -13, 2, 0, 0.0, 9, 2, -2, -12, -3
- Cc1cc(Cl)c(S(=O)(=O)Nc2ccon2)cc1OCC(=O)NC1CCCCC1
    -1, 1, 0, -0.9, 2, 9, 5, -5, 1
- CCCS(=O)(=O)c1nc(S(=O)(=O)c2ccc(C)cc2)c(N2CCCC2)s1
    -2, 1, 3, -0.5, -8, 0, -19, -12, 13
- COC(=O)c1cccc(NC(=O)CC2NCCNC2=O)c1 (configuration not stated)
    -3, 6, 0, 0.0, -15, -1, 0, -15, -4
- O=C(Nc1ccc2c(c1)C(=O)OC2)c1ccc(F)cc1F
    2, 0, 1, 0.8, -14, -15, -14, -2, -2
- CCCc1cc(=O)n2[nH]c(C(F)(F)F)nc2n1
    -6, 2, 1, 0.3, -8, 14, -5, -13, 2
- COc1ccc(OC)c(NC(=S)NCCN2CCOCC2)c1
    8[fluorescence artefact?], -1, -3, -0.7, -2, 1, 7, -16, -90
- COc1ccc(N2CCN(CCCNC(=O)C3CCCN(S(=O)(=O)c4cnc[nH]4)C3)CC2)cc1 (configuration not stated)
    -1[fluorescence artefact?], -4, 2, 0.7, -16, 2, 3, -12, -17
- CCOC(=O)c1c(C)n(OCc2ccccc2)c2ccc3nonc3c12
    -1, -47, -15, 0.9, -8, -1, 0, -4, -19
- CN(C)C(=O)c1nc2ccc(Cl)cn2c1CN1CCCC(OCc2cccnc2)C1 (configuration not stated)
    -2, 3, -2, -1.0, -8, 13, 3, -3, -15
- O=C(COC(=O)c1ccccc1Br)Nc1ccc(F)cc1
    -9, 2, 0, -0.9, 2, 14, 8, 4, -14
- Cc1c(Br)c([N+](=O)[O-])nn1CC(=O)Nc1ccc(C(N)=O)cc1
    2, 1, -2, 0.2, 3, 12, 4, -4, -22
- Cc1ccc(-c2cc(C(=O)N3CCN(c4ncccn4)CC3)c3cc(Br)ccc3n2)o1
    -6, 38, 26, -0.4, 2, 17, -5, -16, -16
- O=C(COC(=O)c1ccc2ccccc2c1)Nc1ncc(C(F)(F)F)cc1Cl
    -14[fluorescence artefact?], 4, 2, -0.6, 7, 1, -2, -22, -8
- CCc1cccc(OCC(=O)Nc2c[nH]c(=O)[nH]c2=O)c1
    8, -2, 0, -1.8, -9, 19, 10, 1, 1
- C=CCn1c(=O)c(C#N)cc2c(=O)n3ccccc3nc21
    ., 79*, 10, -0.1, ., 155*, -4, ., -9
- CCOC(=O)Cn1c(S(=O)(=O)Cc2ccccc2)nc2ccccc21
    6, -1, 1, -0.4, -8, 27, -6, -10, -2
- Cc1ccnc(NC(=O)CCC(=O)N(CC(=O)NCc2ccccc2)Cc2ccco2)c1
    -2, 1, 1, -0.4, -4, 8, -1, ., -8

# Looked up above.
# O=C(Nc1ccc2c(c1)C(=O)OC2)c1ccc(F)cc1F @ EBV gp42 block: -14
# O=C(COC(=O)c1ccc2ccccc2c1)Nc1ncc(C(F)(F)F)cc1Cl @ TbHK1 inh: -2

# (listing goes on)
# Order of values: 14-3-3 Bad inh, Runt-SMMHC FRET, Runt-CBFb FRET, zVAD death inh, EBV gp42 block, Hck Nef HTS, TbHK1 inh, p47phox inh, MDM2 E3 inh
- COCc1ccc(CN2CCc3c([nH]c4ccccc34)C2CC(C)C)o1 (configuration not stated)
    -11, -9, 1, -0.3, 5, 1, -5, -2, -6
- N#CC(=C1N=c2ccccc2=N1)c1c(O)[nH]c2ccccc12
    7, -8, -2, 0.2, -6, 0, -7, -4, -12
- CN1CCN(/C=N/c2sc3c(c2C#N)CCCCC3)CC1
    -2, 1, -3, 0.3, -6, 2, -25, 1, -1
- CCOc1ccc(CCNC(=O)C2CC(=O)N(C3CCCC3)C2)cc1OCC (configuration not stated)
    -5, 3, 1, -0.1, 1, -1, 3, -2, -11
- CCOc1ccc(C(=O)c2nc3c(n2O)CCCC3)cc1
    2, 0, -1, 0.6, -3, 3, -51, -7, -15
- Cc1c(CCO)c(=O)[nH]n1C(=O)c1ccc(F)cc1
    -2, -2, -2, -0.3, -2, 0, -5, -8, -17
- CCC(C)(C(=O)NC1CCCCC1)N(Cc1cccs1)C(=O)c1ccc(=O)[nH]c1 (configuration not stated)
    19, 1, 3, 0.7, -17, 2, 0, -1, -67
- COc1ccc(NC(=O)c2cc(S(=O)(=O)N3CCOCC3)cs2)cc1
    -3, ., ., 2.0, -11, 22, -5, -4, -4
- N#C/C(=C\c1ccco1)C(=O)Nn1cnnc1
    5, -4, 2, 1.6, -9, 19, -39, 4, 3
- O=C(COc1cccc2ccccc12)NNC(=O)[C@@H]1CCCC[C@@H]1C(=O)O
    4[fluorescence artefact?], 0, 1, 0.6, -12, 8, -3, -4, -13
- COc1ccc(-n2nnnc2SCC(=O)c2cccc(OC)c2)cc1
    -8, 1, -2, -0.2, 0, 0, 6, -11, -1
- CC1CCN(C(=O)c2ccc(CNc3c(N4CCCC4)c(=O)c3=O)cc2)CC1
    4, -2, 0, -0.5, -6, 4, -5, 3, -11

# High-throughput results (PubChem BioAssay)
